KDM5B inhibitor: inhibitors of human KDM5B histone demethylase | Q9UGL1 | KDM5B demethylase, FDH-coupled NADH fluorescence (FDH is formaldehyde dehydrogenase) | Potency, µM (doses to about 57.7 µM), for the others: at the top dose activity change, negative = inhibition, actives largely listed as inhibitors | 220,000 compounds, 2.6% hits; active = well fitted inhibition curve with a large enough effect; inconclusive = small, poorly fitted or top-dose-only effect; inactive = no such curve, though single readings can be large or run the other way; note: 0% is about no effect; nearly all actives have a fitted effect of over 70% in size
Target sequence (Q9UGL1 whole entry, looked up): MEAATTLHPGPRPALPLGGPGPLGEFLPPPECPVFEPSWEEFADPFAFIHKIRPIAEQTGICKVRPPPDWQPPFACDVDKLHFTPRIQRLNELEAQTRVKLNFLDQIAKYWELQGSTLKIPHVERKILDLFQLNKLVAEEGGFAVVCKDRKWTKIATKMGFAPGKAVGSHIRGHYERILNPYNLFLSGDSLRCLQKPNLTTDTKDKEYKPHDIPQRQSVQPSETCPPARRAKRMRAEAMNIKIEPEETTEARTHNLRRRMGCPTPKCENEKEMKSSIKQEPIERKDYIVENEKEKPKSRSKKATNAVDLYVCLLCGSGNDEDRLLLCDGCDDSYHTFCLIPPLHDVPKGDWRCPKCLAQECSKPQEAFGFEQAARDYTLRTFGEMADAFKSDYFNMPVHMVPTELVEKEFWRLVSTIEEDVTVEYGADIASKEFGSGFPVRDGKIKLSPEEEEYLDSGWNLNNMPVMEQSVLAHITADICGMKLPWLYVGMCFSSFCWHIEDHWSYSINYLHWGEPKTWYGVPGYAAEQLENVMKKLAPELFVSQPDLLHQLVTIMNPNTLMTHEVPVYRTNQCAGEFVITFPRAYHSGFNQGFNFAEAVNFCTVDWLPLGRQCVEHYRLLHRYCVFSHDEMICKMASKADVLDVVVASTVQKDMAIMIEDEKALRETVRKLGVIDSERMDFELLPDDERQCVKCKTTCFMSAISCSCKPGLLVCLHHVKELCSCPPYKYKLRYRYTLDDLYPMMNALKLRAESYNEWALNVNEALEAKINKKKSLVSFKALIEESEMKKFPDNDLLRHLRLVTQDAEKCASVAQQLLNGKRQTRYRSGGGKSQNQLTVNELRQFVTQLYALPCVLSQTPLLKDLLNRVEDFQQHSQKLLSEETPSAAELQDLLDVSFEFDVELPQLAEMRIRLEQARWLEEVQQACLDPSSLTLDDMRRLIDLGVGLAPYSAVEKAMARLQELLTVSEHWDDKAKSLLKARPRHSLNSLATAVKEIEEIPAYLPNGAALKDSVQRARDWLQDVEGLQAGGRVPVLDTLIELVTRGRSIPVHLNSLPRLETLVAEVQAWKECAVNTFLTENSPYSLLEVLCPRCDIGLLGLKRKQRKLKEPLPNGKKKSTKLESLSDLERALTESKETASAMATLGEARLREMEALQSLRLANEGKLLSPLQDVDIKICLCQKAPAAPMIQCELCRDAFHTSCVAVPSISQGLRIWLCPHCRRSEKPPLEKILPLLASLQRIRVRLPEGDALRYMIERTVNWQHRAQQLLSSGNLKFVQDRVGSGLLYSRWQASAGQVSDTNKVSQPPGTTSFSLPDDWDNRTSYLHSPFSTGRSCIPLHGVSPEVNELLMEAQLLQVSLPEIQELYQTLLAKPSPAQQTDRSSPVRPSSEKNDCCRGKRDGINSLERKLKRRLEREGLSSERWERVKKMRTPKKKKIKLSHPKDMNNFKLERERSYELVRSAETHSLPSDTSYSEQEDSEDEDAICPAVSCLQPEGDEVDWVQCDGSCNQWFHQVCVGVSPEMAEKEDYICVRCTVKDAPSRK
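Inhibition is measured as reduced NADH fluorescence generation from FDH coupling to formaldehyde release. Truncated KDM5BΔAP at 200 nM final acts on H3K4me3 peptide (12.5 µM in substrate mix) in pH 7.5 HEPES buffer with Tween-20, 30 min, room temperature.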
* hit, by the source's call; i = inactive; ? = inconclusive; [ ] = remark or other dose. Potency is the fitted concentration of half-maximal effect.

KDM5B inhibitor	SMILES
1%	Cc1ccc(NC(=O)CCSCCc2ccccn2)cc1
-8%	COc1ccc(NC(=O)CCn2c(=O)c3cccn3c3cccnc32)cc1Cl
?	Cn1c(COc2ccccc2C(C)(C)C)nc2ccccc21
21%	CCN1CCN(C(=O)C2CCCN(S(=O)(=O)c3cc(Cl)ccc3Cl)C2)CC1 (stereo unspecified)
?	COc1cccc(CCC(=O)NCc2nnc3c(-c4nc(C)no4)cccn23)c1
-5%	CC1=NN(C(C#N)c2ccc([N+](=O)[O-])cc2)C(C)(C)C1 (stereo unspecified)
?	COc1ccccc1-c1cc(C(=O)NCc2cccnc2)nc2c1cnn2C
15%	NCC1(N2CCCCC2)CCCCC1
-6%	COc1c(C)cc(NS(=O)(=O)c2ccc3c(c2)OCCO3)cc1C
13%	COCCNC(=O)CS(=O)(=O)Cc1nc(-c2cccc(Cl)c2)oc1C

Two compounds picked at random from those above:
KDM5B inhibitor	SMILES
?	COc1cccc(CCC(=O)NCc2nnc3c(-c4nc(C)no4)cccn23)c1
13%	COCCNC(=O)CS(=O)(=O)Cc1nc(-c2cccc(Cl)c2)oc1C

Later entries.
KDM5B inhibitor	SMILES
0%	Cc1ccc(F)c(NC(=O)c2ccn(Cn3nnc(-c4ccccc4)n3)n2)c1
?	O=C(O)c1cnc(NCc2ccncc2)nc1-c1ccccc1
-27%[115 µM]	Cc1ccsc1-c1[nH]nc2ncc(-c3ccccc3)nc12
-15%	CCOC(=O)C1CCCN(C(=O)c2ccccc2NC(=O)c2nsc3ccccc23)C1 (stereo unspecified)
25%	Cc1cc(C(=O)OC(C(=O)N(C)C)c2ccccc2)on1 (stereo unspecified)
6%	Cc1c(C(=O)N(CCc2cccs2)Cc2cccs2)[nH]c2c1C(=O)CC(C)(C)C2
-25%	COc1ccccc1C(=O)N1CCCC2(COc3ccccc3C(=O)N2)C1 (stereo unspecified)
9%	Cc1cc2nc(SCC(=O)Nc3cc(C(F)(F)F)ccc3Cl)[nH]c(=O)c2[nH]1
12%	Cc1ccc(-n2ccn3c(CCC(=O)Nc4ccc(F)c(Cl)c4)nnc3c2=O)cc1C
7%	O=S(=O)(c1ccc2c(c1)CCN2Cc1ccccc1Br)N1CCOCC1
4%	Cc1ccc(-n2c(C3CCN(C(=O)c4ccccc4F)CC3)n[nH]c2=O)cc1
6%	Cc1ccc(NC(=O)c2ccccc2C(F)(F)F)c(F)c1
?	CCC(Sc1nc2ccccc2c(=O)n1CCc1ccc(OC)c(OC)c1)C(=O)N(CC)CC (stereo unspecified)
-23%	Cc1ccc(NC(=O)c2ccc3[nH]c(C)cc(=O)c3c2)c(C)c1
?	CC(C)NC(=O)NC[C@H]1O[C@@H](CO)[C@@H](O)[C@H]1N1CCN(C)CC1
-7%	O=C(CSc1nc(Cl)nc2nc[nH]c12)NCCc1c[nH]c2ccccc12
4%	COCC(=O)N1CC(Oc2ccc(-c3noc(-c4ccncc4)n3)cc2)C1
5%	O=C(O)CC(C(=O)O)c1ccco1 (stereo unspecified)
-10%[86.2 µM]	O=C(Nc1ccc([C@H]2OCC(=O)N(C3CCOCC3)[C@@H]2CO)cc1)c1cnccn1
?	CCN(c1ccccc1)S(=O)(=O)c1nnc(NC(=O)c2ccco2)s1
-18%	O=C(O)C[C@@H]1CCN(C(=O)C2CCCC2)C[C@@H]1CCN1CCN(c2cccc(C(F)(F)F)c2)CC1
12%	CCOc1ccccc1Oc1c(C(F)(F)F)oc2cc(OC(=O)c3ccc(C)cc3)ccc2c1=O
0%	OCCN1CCN(C(c2ccc(Cl)cc2Cl)c2sc3nc(-c4ccco4)nn3c2O)CC1 (stereo unspecified)
-21%	c1ccc(N2CCN(C3CCCN(Cc4cn[nH]c4C4CCCCC4)C3)CC2)cc1 (stereo unspecified)
-28%	O=C(Nc1cccc(Cl)c1)[C@@H]1C[C@@H](c2ccc(F)cc2)N([S+](=O)([O-])c2ccccc2)C1
-3%	COc1ccc(C2=NN(C(=O)c3cccs3)C(c3ccc4nccnc4c3)C2)cc1 (stereo unspecified)
?	COc1ccc(CNc2nc(-c3ccc(OC)c(OC)c3)cc(C(F)(F)F)n2)cc1
-15%	COc1ccc(-c2cc(N3CCCN(C(=O)c4cccc(F)c4)CC3)n[nH]2)cc1
-15%	Nc1c(C(=O)NC2CCCC2)cnn1-c1ccccc1
16%	C=C1C(=O)O[C@H]2C[C@]3(C)C([C@@H](OC(=O)/C(C)=C/C)[C@H]12)[C@](C)(O)CC[C@H]3O (stereo partly specified)
32%	CSCCC1NC(=O)N(CC(=O)Nc2ccc3c(c2)OCCO3)C1=O (stereo unspecified)
-19%	COc1ccc(CNC(=O)C(=O)c2c[nH]c3ccccc23)cc1
?	O=C(c1cnc(N2CCOCC2)c2ccccc12)N1CCN(c2ccccc2F)CC1
4%	COc1ccc(CN(C)S(=O)(=O)c2ccc3c(c2)OCCCO3)cc1OC
32µM*	CC(C)c1cc(C(=O)N2CCN(c3ncccc3C#N)CC2)n(C)n1
3%	O=C(O)c1cc(Cl)cc(Cl)c1Br
12%	COc1ccc(Nc2nc3ccccc3nc2-n2nc(C)cc2C)cc1Cl
?	CCCCN(C)C(=O)Cn1ncc2c([nH]c3ccc(C)cc32)c1=O
3%	CCCCNc1nc(Oc2ccc(=O)n(C)n2)nc(N(C)C)n1
-20%	c1coc(CNCCSCc2cccs2)c1
-26%	COc1ccc(-c2nc3cc(NC(=O)c4ccc(Br)cc4)ccc3o2)cc1
3%	CC1CCCN1c1ccc(C(=O)N2CCC(Oc3cccnc3)CC2)cn1 (stereo unspecified)
19%	CN(C(=O)Cn1cc(C#N)c2ccccc21)c1ccccc1
7%	CCC(C)(C)C1CCC(NC(=O)C(=O)Nc2cccc(Cl)c2C)CC1 (stereo unspecified)
?	COc1ccc(O)c(C2=Nc3ccccc3N=C(c3ccccc3)C2)c1
20%	Cc1ccc(NC(=O)CSc2nc(-c3ccccc3)cc(=O)[nH]2)cc1Cl
17%	CCCNS(=O)(=O)c1ccc(N2C(=O)CCS2(=O)=O)cc1C
-9%	CCc1ccc[n+](-c2[nH]c(=O)sc2/C=N/N=C(\[O-])CCn2c3ccccc3c3ccccc32)c1
-16%[86.2 µM]	COc1ccccc1CN1CCc2ncc(C(=O)NCCC(C)C)n2CC1
6%	O=C1CCN(S(=O)(=O)c2ccccc2)CCCN(C(=O)C2CC2)CCN1

The listing continues.
KDM5B inhibitor	SMILES
7%	CC(=O)c1ccc(N2CCN(C(=O)c3ccc(Cn4cncn4)cc3)CC2)cc1
3%	Cc1ccc(CNc2ncnc3onc(C)c23)cc1
?	Fc1ccccc1Nc1cnc2ccc(-c3ccccc3)nn12
-9%	CC(C)(C)OC(=O)NC(Cc1ccccc1)C(=O)N1CCCC1C(=O)O (stereo unspecified)
-28%	Cc1ccc(C(=O)COC(=O)CCC(=O)Nc2ccc(Oc3ccccc3)cc2)cc1
19%	Cc1cccc(CC(=O)c2c[nH]c3ccccc23)c1
-4%	Cc1ccccc1CS(=O)Cc1c(F)cccc1Cl (stereo unspecified)
21%	CCCCN(Cc1ccccc1)c1ccc(NS(=O)(=O)c2ccccc2C)cc1C(=O)O
19%	CC(=O)Nc1ccc(S(=O)(=O)N2CC(=O)NC(=O)C2)cc1
-3%	CC(NC(=O)c1nn(C)c(=O)c2ccccc12)c1ccccc1 (stereo unspecified)
-8%	O=C(CCCc1ccccc1)N1CCC2(CC1)CC(Cc1nc(-c3cccnc3)no1)CCO2 (stereo unspecified)
43%[activator]	CN(C)Cc1nnc(C2CC(NC(=O)c3cn(-c4ccccc4)nn3)C2)n1C (stereo unspecified)
16%	COc1cccc(C(=O)Nc2c(N3CCCC3)c3ccccc3oc2=O)c1
28%	COC(=O)c1cnc(Nc2cccc(C(F)(F)F)c2)c([N+](=O)[O-])c1
-15%	COc1cccc(CNC(=O)C2CCCN(c3ncnc4onc(-c5ccc(F)cc5)c34)C2)c1 (stereo unspecified)
12%	O=C(c1cccc(C(F)(F)F)c1)N1CCCC(C(=O)N2CCCC2)C1 (stereo unspecified)
?	COc1ccc(Cl)cc1NC(=O)c1ccc(CN2C(=O)CCn3nc(C)cc32)cc1
22%	Cc1cc2nc3n(c(=O)c2n1CC(=O)Nc1ccc(F)c(Cl)c1)CCC3
14µM*	CCC(=O)Nc1cc(C(=O)NCc2ccc(N3CCOCC3)cc2)c2ccc(C)nc2c1
16%	COc1ccc(Cc2nnc(SCC(=O)Nc3ccc(N4CCOCC4)cc3)o2)cc1

13 structures from above, arranged by count of non-hydrogen atoms, low to high:
KDM5B inhibitor	SMILES
3%	Cc1ccc(CNc2ncnc3onc(C)c23)cc1
19%	CC(=O)Nc1ccc(S(=O)(=O)N2CC(=O)NC(=O)C2)cc1
-3%	CC(NC(=O)c1nn(C)c(=O)c2ccccc12)c1ccccc1 (stereo unspecified)
28%	COC(=O)c1cnc(Nc2cccc(C(F)(F)F)c2)c([N+](=O)[O-])c1
12%	O=C(c1cccc(C(F)(F)F)c1)N1CCCC(C(=O)N2CCCC2)C1 (stereo unspecified)
6%	O=C1CCN(S(=O)(=O)c2ccccc2)CCCN(C(=O)C2CC2)CCN1
16%	COc1cccc(C(=O)Nc2c(N3CCCC3)c3ccccc3oc2=O)c1
43%[activator]	CN(C)Cc1nnc(C2CC(NC(=O)c3cn(-c4ccccc4)nn3)C2)n1C (stereo unspecified)
7%	CC(=O)c1ccc(N2CCN(C(=O)c3ccc(Cn4cncn4)cc3)CC2)cc1
?	COc1ccc(Cl)cc1NC(=O)c1ccc(CN2C(=O)CCn3nc(C)cc32)cc1
-28%	Cc1ccc(C(=O)COC(=O)CCC(=O)Nc2ccc(Oc3ccccc3)cc2)cc1
14µM*	CCC(=O)Nc1cc(C(=O)NCc2ccc(N3CCOCC3)cc2)c2ccc(C)nc2c1
-15%	COc1cccc(CNC(=O)C2CCCN(c3ncnc4onc(-c5ccc(F)cc5)c34)C2)c1 (stereo unspecified)

(listing goes on)
KDM5B inhibitor	SMILES
?	CC(C)CN1CCN(C(=O)CCC[C@@H]2[C@H]3CCCN4CCC[C@@H](CN2C(=O)c2ccccc2)[C@@H]34)CC1
?	O=[N+]([O-])c1ccc(C=Nc2cccc3ccccc23)cc1
26%	O=C(c1ccccc1F)N1CCC(c2nn(Cc3ccccc3)c(=O)[nH]2)CC1
0%	COc1cc(NC(=O)Cn2c(-c3cnccn3)nc(C)c(C)c2=O)cc(OC)c1OC
?	COc1ccc(Nc2cc3c(cn2)CN(CCc2ccccc2)CCN3)cc1OC
?	CCOC(=O)c1c(C)oc2ccc(N(C(=O)c3ccncc3)S(=O)(=O)c3ccc(F)cc3)cc12
32µM*	COCc1ccc2c(c1)c(OC(C)(C)C(=O)NCC1CC1)nn2Cc1ccccc1
i	CC(=O)N1CCN(C(=O)CCc2c(C)c3ccc(O)cc3oc2=O)CC1
-22%	O=S(=O)(c1cc(F)ccc1F)N1CCC(C2CCNC2)CC1 (stereo unspecified)
?	COc1ccc(C(=O)NC2CCCc3c2[nH]c2ccccc32)cc1OC (stereo unspecified)
16%	CC(C)NS(=O)(=O)c1ccc(OCC(=O)NC2CCCCCC2)cc1
14%[86.2 µM]	COCCNC(=O)[C@@H]1CCC[C@@H](NCc2nccn2C)CN(C)C(=O)C1
?	COc1ccc(C(Nc2ccccn2)c2ccc3ccc(C)nc3c2O)cc1C (stereo unspecified)
-8%	Nc1ncc(S(=O)(=O)NCc2ccccc2F)cn1
-21%	CC1=C(C(=O)Nc2cccnc2)C(c2cccc(O)c2)n2nc(SCc3ccccc3)nc2N1 (stereo unspecified)
?	O=C(O)c1ccccc1-c1ccc(/C=N/O)o1
20%	O=C(CN1C(=O)S/C(=C\c2ccccn2)C1=O)Nc1ccccc1
29%	CCOC(=O)c1ccc(NC(=O)CN2C(=O)NC3(CCS(=O)(=O)CC3)C2=O)cc1
-22%[115 µM]	N#Cc1ccc(CN2CCCC3(CN[S+](=O)([O-])c4cccnc4O3)C2)cc1 (stereo unspecified)
5%	CCOC(=O)C1CCN(C(=O)C2(c3ccc(NS(C)(=O)=O)cc3)CCCCC2)CC1
-21%	O=C(Nc1ccc(OC(F)(F)F)cc1)C(NS(=O)(=O)c1cccc2nsnc12)c1ccccc1 (stereo unspecified)
-25%	CC(=O)N1CCc2c(sc3c2c(=O)n(CCc2ccccc2)c(=O)n3CC(=O)Nc2ccc(C)c(F)c2)C1
3%	CCSc1nc2c(c(=O)[nH]1)C(c1ccc(O)c(OC)c1)C1=C(CCCC1=O)N2 (stereo unspecified)
?	COc1ccc2nc3oc(C(=O)NCc4ccccc4OC)cc3cc2c1
?	COc1ccc(C(=O)NC(=S)NNC(=O)c2ccc(C)cc2)cc1
14%	Cc1noc(CSc2nnc(Nc3ccc(C(C)C)cc3)s2)n1
-2%	COC(=O)c1ccoc1COC(=O)Cc1coc2cc(C)c(C)cc12
-4%	Cc1cc(NC(=O)C(=O)c2c[nH]c3ccc(F)cc23)no1
?	CC1CCCN(c2ncnc3c2cnn3-c2ccc(F)cc2)C1 (stereo unspecified)
-15%[86.2 µM]	Cc1ccsc1-c1[nH]nc2ncc(-c3ccccc3O)nc12
?	Fc1ccc(CCNC(=S)Nc2ccc(Oc3ccccc3)cc2)cc1
-20%	O=C(CSc1cccc2cccc(Cl)c12)Nc1ccc2ccccc2c1
-8%	O=C(CC1C(=O)N(Cc2ccccn2)c2nc3ccccc3n21)Nc1ccccc1 (stereo unspecified)
4%	CCOC(=O)C(NC=C(C#N)C#N)C(=O)OCC

An excerpt. The share of hits here may be higher or lower than overall.
